Screens (PubChem BioAssay)
S3 lipid droplet – qHTS Assay for Lipid Storage Modulators in Drosophila S3 Cells | AID 2685 | Drosophila S3 cells, BODIPY lipid droplet fluorescence, 18-24 h; cells fed with added oleic acid | hit rate 0.64% among 320,000 | lipid storage change, negative = inhibition, % at the top dose, mostly 46.1 µM; hits show Potency in µM; active means well fitted inhibition curve with a large enough effect in the signal ratio, with a control signal flat, not every such curve was filed as active; inconclusive means small, poorly fitted or top-dose-only effect, or effect the other way, or a change in a side signal; the % refers to the signal ratio
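Drosophila S3 cells loaded with oleic acid (400 uM, as added) and compounds at several concentrations; lipid droplets imaged by 488-nm laser-scanning cytometry, 500–530 nm intensity and object ratio to cell channel. Percent activity normalized to 20 uM Triacsin C.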
S3 lipid droplet cell count max – second read-out of S3 lipid droplet, no call of its own (marks repeat the call); cell number change, %; measured here: cell count max response;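 cells counted by Cell Tracker Red CMTPX staining in the red channel; peak over a dose series mostly up to 46.1 µM; percent activity relative to internal control wells on each plate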
The depositor's hits bear a star; i = inactive; u = inconclusive; x = not tested or not shown; [ ] = dose if it differs, or a comment. On the % scale 0 is the no-effect control and ±100 the full control effect; potency means the concentration at half of the fitted maximal effect.

SMILES | S3 lipid droplet | S3 lipid droplet cell count max
Cc1c(C=O)c2ccccc2n1CC(=O)NCc1ccccc1 | 4% | 13
COc1ccc(C(=O)N/N=C/c2ccc(OC(=O)c3ccccc3)cc2)cc1 | -4% | -1
CCOC(=O)Cc1csc(NC(=O)c2cc(=O)c3ccccc3o2)n1 | u | x
CN1C(=O)/C(=C2\SC(=S)N(NC(=O)c3cccnc3)C2=O)c2ccccc21 | u | x
C/C(CC(=O)Nc1ccc2c(c1)OCO2)=N\NC(=O)OC(C)(C)C | 2% | 17
Cc1cccc2sc(NC(=O)c3cccc(S(=O)(=O)N4CCc5ccccc54)c3)nc12 | u | x
CCN(CC)CCN1C(=O)C2C(C(=O)Nc3ccc(Br)cc3)C3C=CC2(O3)C1C(=O)NC1CCCCC1 (stereo unspecified) | 81% | 24
CNC(=O)c1ccc(NC(=O)C2CCN(c3ncnc4sc(C)c(C)c34)CC2)cc1 | -12% | -5
O=C(Nc1c(Cl)cc(Cl)cc1-c1nc2ccccc2s1)c1ccc(Br)o1 | u | x
Cc1[nH]c(=O)[nH]c(=O)c1S(=O)(=O)N1CCCC(C(=O)NCc2ccc3c(c2)OCO3)C1 (stereo unspecified) | u | x
CCN(Cc1ccncc1)C(=O)C1CCC(=O)N(Cc2ccc(Cl)cc2)C1 (stereo unspecified) | u | x
CC(C)(C)OC(=O)NNC(=S)NCc1ccc(Cl)cc1 | u | x
CC1CCCN(C(=O)COC(=O)CNC(=O)c2sc3ccccc3c2Cl)C1 (stereo unspecified) | u | x
CCN1CCN(CCCNC(=O)c2cc3c(=O)[nH]c4ccccc4c3s2)CC1 | i | -5
N#CCCN/N=C(/Cc1nc2ccccc2[nH]1)c1ccc(Cl)cc1 | i | -13
Cc1ccnc(N=Cc2c(O)ccc3oc4c(c23)CCCC4)c1 | 15% | 13
CCOC(=O)C1(CCOc2ccccc2)CCN(C(=O)c2cncs2)CC1 | 8% | 2
Cc1cccc(NC(=O)CC2C(=O)NCCN2C(=O)Nc2ccc(Cl)cc2)c1 (stereo unspecified) | u | x
COc1ccccc1-c1cc(C(=O)Nc2ccccc2SC)no1 | 15% | 13
O=C(CN1CCN(Cc2ccc(F)cc2Cl)C1=O)NCCc1ccc(Cl)cc1 | u | x

Single values from the results shown.
Entry of `N#CCCN/N=C(/Cc1nc2ccccc2[nH]1)c1ccc(Cl)cc1` under S3 lipid droplet cell count max: -13
Entry of `CCOC(=O)C1(CCOc2ccccc2)CCN(C(=O)c2cncs2)CC1` under S3 lipid droplet cell count max: 2
Entry of `Cc1ccnc(N=Cc2c(O)ccc3oc4c(c23)CCCC4)c1` under S3 lipid droplet cell count max: 13

New compounds follow:
SMILES | S3 lipid droplet | S3 lipid droplet cell count max
CN(Cc1cccs1)C(=O)CCNS(=O)(=O)c1ccc(Br)cc1 | u | x
C=CCn1c(O)c(C2=c3ccccc3=NC2=O)s/c1=N/c1nccs1 | u | x
CCc1ccc(OCCNC(=O)c2ccccc2SCc2ccccc2)cc1 | u | x
NS(=O)(=O)c1ccc(CCNc2ccc(C(F)(F)F)cn2)cc1 | u | x
O=C(NC1CCCCC1)N1CCSC1=Nc1ccccc1 | u | x
O=C(CSc1nncs1)Nc1ccc2c(c1)OCO2 | -1% | 13
CC(c1ccc(Cl)cc1)n1c(-c2ccc3ccccc3n2)n[nH]c1=S (stereo unspecified) | u | x
CC(CCc1ccco1)NC(=O)CSc1cc(=O)n(C)c2ccccc12 (stereo unspecified) | u | x
COc1ccc(NC(=O)Cn2nnc(-c3ccccc3NC(=O)C3CC3)n2)cc1 | 17% | -11
CCc1nc2oc3ccccc3c(=O)c2c(=O)n1-c1ccccc1 | u | x
COc1ccccc1NC(=O)C1CCCCC1 | i | -9
C=CCC1(NC(C)c2ccccc2)CCCCC1 (stereo unspecified) | u | x
CCOC(=O)C1(Cc2cccc(F)c2)CCN(Cc2ccc(COC)o2)CC1 | u | x
CNC(C)C#Cc1ccc2c(=O)c3c(OC)cccc3oc2c1 (stereo unspecified) | u | x
CC(C)c1ccc(NC2CCCN(C(=O)c3cc(C(C)C)[nH]n3)C2)cc1 (stereo unspecified) | -21% | -7
O=C(CSc1nc(-c2ccc(F)cc2)nc2ccc(F)cc12)Nc1cccc(C(=O)O)c1 | u | x
Cc1ccc(C)c(OCc2cc(C(=O)N(C)Cc3nccn3C)no2)c1 | u | x
Cc1ccc(NC(=O)c2nc[nH]c2C(=O)NCC(=O)OC(C)(C)C)cc1 | u | x
c1ccc2c(c1)oc1c(NCc3ccc4c(c3)OCO4)ncnc12 | -2% | -27
Cc1cc(C)c2sc(N(CCCN(C)C)C(=O)CN3C(=O)c4ccccc4C3=O)nc2c1 | u | x

Among those listed so far, these contain bromine:
SMILES | S3 lipid droplet | S3 lipid droplet cell count max
CCN(CC)CCN1C(=O)C2C(C(=O)Nc3ccc(Br)cc3)C3C=CC2(O3)C1C(=O)NC1CCCCC1 (stereo unspecified) | 81% | 24
O=C(Nc1c(Cl)cc(Cl)cc1-c1nc2ccccc2s1)c1ccc(Br)o1 | u | x
CN(Cc1cccs1)C(=O)CCNS(=O)(=O)c1ccc(Br)cc1 | u | x

Carrying on.
SMILES | S3 lipid droplet | S3 lipid droplet cell count max
C/C(=N/NS(=O)(=O)c1ccc(Br)cc1)c1ccc(NC(=O)c2ccc(C)o2)cc1 | u | x
COc1ccccc1NC(=O)C(=O)N1CCCC1 | 6% | -2
Cc1cc(C)n(-c2ccc(-n3ccnc3)nn2)n1 | 11% | -13
O=C(CCSc1nc(-c2ccc3c(c2)OCO3)cc(C(F)(F)F)n1)NCc1ccccc1 | -11% | -17
Cn1c(N2CCCC2)nc2c1c(=O)n(Cc1ccc(F)cc1)c(=O)n2C | u | x
CC1(C)Cc2nc(N)c(C(=O)NCCO)cc2CO1 | -5% | -1
CC(C)SCc1cc(N2CCCC2)nc(-c2ccccc2)n1 | u | x
Cc1ccc(C(=O)NC(=S)N2CCN(c3ccc([N+](=O)[O-])cc3)CC2)cc1 | -22% | -4
COc1ccc(Cn2c(C)ccc2C)cc1 | u | x
Cc1ccc(OCC(=O)Nc2ccc(F)cc2)cc1C | 1% | 10
COC(=O)c1cc2c(cc1Cl)N1CCCCCC1=NS2(=O)=O | u | x
CCCCOC(=O)Nc1ccc(N2CCCCC2)cc1 | u | x
COc1ccc(C(=S)N2CCN(C)CC2)cc1Br | -9% | -2
C=CCNc1nc(C)c(CNc2c(C)cc(C)cc2C)nc1C#N | u | x
CCOC(=O)[C@H]1[C@H]2COc3ccccc3[C@@H]2N2C(=O)c3cc(Br)ccc3NC(=O)[C@@]12C | u | x
Cc1ccc(CN(C)C(=O)CSc2nnc3n2CCCCC3)c(C)c1 | u | x
Cc1ccccc1C(=O)Nc1cccc(NC(=O)c2ccc(-c3ccc(Br)cc3)o2)c1 | 208% | -27
COc1cc(NC(=O)CSc2nc(=O)n(CCN3CCOCC3)c3c2CCCC3)cc(OC)c1 | i | x
CC1CN(Cc2nc3c(c(=O)[nH]c(=O)n3C)n2CCCc2ccccc2)CC(C)O1 (stereo unspecified) | 7% | -1
O=C(NC1CCCCC1)N1CCN(C(=O)c2ccco2)CC1 | i | 28
CCN(CC)C(=O)c1cc2c(=O)c3cc(Cl)ccc3oc2nc1C | u | x
CC(C)CN(C(=O)C(C)N1C(=O)c2ccccc2C1=O)c1c(N)n(Cc2ccccc2)c(=O)[nH]c1=O (stereo unspecified) | u | x
COc1ccc(Br)cc1/C=N/NC(=O)Cn1nnnc1N | -10% | 8
COc1ccccc1C(=O)NNC(=O)c1cccc(O)c1 | 5% | 1
COc1ccc(N(CC(=O)N/N=C/c2ccc(C(=O)O)cc2)S(=O)(=O)c2ccc(NC(C)=O)cc2)cc1 | u | x
Cc1ccc(S(=O)(=O)NCC(=O)N(CC(=O)NC(C)(C)C)Cc2cccs2)cc1 | u | x
CCOC(=O)C1CCN(C(=O)CCc2nnc3ccc(N4CCC(C)CC4)nn23)CC1 | i | 7
CCn1c(NC(=O)c2cccs2)c(-c2cccs2)c(=O)c2ccccc21 | u | x
Cc1ccc(C)c(Nc2ncccc2C(=O)NCc2cccs2)c1 | u | x
CN(C)S(=O)(=O)c1ccc(Cl)c(NC(=O)COC(=O)C2CSC3(C)CCC(=O)N23)c1 (stereo unspecified) | u | x

Part of the list above, field by field:
smiles: COc1ccc(Br)cc1/C=N/NC(=O)Cn1nnnc1N
  S3 lipid droplet: -10%	S3 lipid droplet cell count max: 8
smiles: COc1ccccc1C(=O)NNC(=O)c1cccc(O)c1
  S3 lipid droplet: 5%	S3 lipid droplet cell count max: 1
smiles: COc1ccc(N(CC(=O)N/N=C/c2ccc(C(=O)O)cc2)S(=O)(=O)c2ccc(NC(C)=O)cc2)cc1
  S3 lipid droplet: u	S3 lipid droplet cell count max: x
smiles: Cc1ccc(S(=O)(=O)NCC(=O)N(CC(=O)NC(C)(C)C)Cc2cccs2)cc1
  S3 lipid droplet: u	S3 lipid droplet cell count max: x

Other compounds.
SMILES | S3 lipid droplet | S3 lipid droplet cell count max
O=C(CCCCC(=O)N1CCN(c2ccccc2)CC1)N1CCN(c2ccccc2)CC1 | u | x
COc1ccccc1CSc1nc2ccccc2[nH]1 | i | x
CCOC(=O)N1CCN(S(=O)(=O)c2ccc(OC)c(Br)c2)CC1 | u | x
O=C(OCC(=O)N1CCCCC1)c1n[nH]c(=O)c2ccccc12 | u | x
COc1ccc(NC(=O)C2CCN(S(=O)(=O)c3ccc(OC)c(OC)c3)CC2)c(OC)c1 | 15% | 2
CCc1ccccc1N1C(=O)C2CC(C)=C(C)CC2C1=O (stereo unspecified) | u | x
COc1cc(/C=C/C(=O)O)cc(S(=O)(=O)Nc2ccc3c(c2)CCC3)c1OC | u | x
COc1cc2[nH]c(C(=O)N(C)C3CCS(=O)(=O)C3)cc2c(OC)c1OC (stereo unspecified) | i | -6
N#Cc1ccc(C(=O)OCC(=O)N2CCCCCC2)cc1 | u | x
C[C@H](Nc1ccc(C(F)(F)F)cc1[N+](=O)[O-])C(=O)O | u | x
CCCOc1ccc(OCCSc2nnc(N)s2)cc1 | u | x
COC(=O)c1sc(NC(=O)COc2ccccc2)nc1C | u | x
O=C(Nc1ccc2ccccc2n1)Nc1cccs1 | u | x
CCOC(=O)C1=C(CSc2nc(-c3ccccc3)ccc2C#N)OC(N)=C(C#N)C1c1ccccc1 (stereo unspecified) | u | x
CCOC(=O)c1ccc(-n2c(CN3CCN(CC)CC3)nc3ccc([N+](=O)[O-])cc3c2=O)cc1 | 12% | -1
CCOc1ccc(-c2cc(C(=O)NCCCN3CCN(CC)CC3)c3ccccc3n2)cc1 | 19% | 14
CN(CC(=O)Nc1c(Cl)cccc1Cl)C(=O)CCc1nc2sc3c(c2c(=O)[nH]1)CCCC3 | u | x
CC(O)[C@H]1CNC(=O)C(=O)N1CC(C)(C)C (stereo partly specified) | -12% | 5
COc1ccccc1C(=O)NCCC(=O)Nc1ccncc1 | -6%[0.0737 µM] | 9
CCN=C1S/C(=C/c2ccc(-c3ccc(Cl)cc3C(=O)O)o2)C(=O)N1CC | 0% | x
Cc1c(CC(=O)NCC(=O)NCC(=O)O)c(=O)oc2cc3c(cc12)CCC(C)(C)O3 | i | x
O=C(COc1ccccc1Cl)NCCC1=CCCCC1 | -17% | -27
CC1CCc2c(sc3ncn(CC(=O)N4CCCCC4)c(=O)c23)C1 (stereo unspecified) | -9% | -4
Cc1c(CCOC(=O)C23CC4CC(CC(C)(C4)C2)C3)sc[n+]1CC(=O)c1ccccc1 | u | x
Brc1ccc2c(c1)C(c1ccc(N3CCOCC3)cc1)=NNC(c1cccs1)=N2 | u | x
CC(C)(C)c1ccc(C(=O)Nc2cccc3c(=O)[nH][nH]c(=O)c23)cc1 | u | x
CCNc1oc(COc2cccc(C)c2)nc1C#N | 15% | 2
COc1ccc(C2CC(C(F)(F)F)n3nc(C(=O)NCCN4CCOCC4)cc3N2)cc1 (stereo unspecified) | u | x
COc1cc(-c2[nH]ncc2CN2CCCC2c2nonc2C)cc(OC)c1OC (stereo unspecified) | -9% | 2
COc1ccc(C(C#N)N2N=C(C)CC2(C)C)cc1 (stereo unspecified) | u | x
CCCOc1ccc(/C=N/NC(=O)C(C)Sc2ccccn2)cc1OCC (stereo unspecified) | 18% | 8
Cc1cccc(CC(=O)Nc2cc(=O)n(C)c(=O)n2C)c1 | i | x
CCN(CC(=O)Nc1ccc2c(c1)OCCO2)C(=O)CCc1ccccc1Cl | u | x
CSCCC(NC(=O)COc1ccccc1)C(=O)N(C)CC(=O)Nc1ccc(C)cc1 (stereo unspecified) | u | x
O=C(Nc1ccccc1N1CCCC1)c1ccc([N+](=O)[O-])o1 | u | x
Cc1ccc(Oc2ccccc2NC(=O)CSCC(=O)Nc2cc(C)on2)cc1 | u | x
CC(C)(C)NC(=O)C12CCC(C)(c3nc4ccccc4nc31)C2(C)C (stereo unspecified) | u | x
Cc1cccc(C(C)C)c1NC(=O)COC(=O)C1CC(=O)N(Cc2ccccc2)C1 (stereo unspecified) | u | x
COc1ccc(/C=N/NC(=O)C2C3CCCCC32C)cc1OC (stereo unspecified) | -3% | 7
O=C1C(C2=NC(C(=O)O)C3C(=O)N(c4ccc(Cl)cc4)C(=O)C23)=C(O)c2ccccc21 (stereo unspecified) | i | x
C(=N/N1CCN(c2ccccc2)CC1)/c1ccncc1 | -9% | -13
Cc1ccc(S(=O)(=O)N/N=C2/CC(c3ccccc3)Oc3ccccc32)cc1[N+](=O)[O-] (stereo unspecified) | u | x

Some of the compounds tested, so the mix of outcomes need not match the whole.
